Source: PubChem (several laboratories)
pCIP destab – p/CIP protein destabilization. F442A p/CIP-EGFP cells, EGFP fluorescence, 16 h. actives 0.01% (n = 290,000). decrease of EGFP signal, % at 10 µM. AID 1984. Q05BA5;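 active = EGFP signal decrease of at least 30% at 10 µM or well 3 SD below plate mean, unless failing retest; inactive = the rest, including hits failing retest or dose response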; also: some compounds called inactive have numbers as strong as hits; many of its hits are not listed in these tables
PHOSPHO1 inh – PHOSPHO1 (human) inhibition; Q8TCT1; recombinant PHOSPHO1, absorbance phosphatase assay; inhibition, % at 13.3 µM; actives 1.1% (n = 290,000); AID 1565; in the data active = inhibition above about 60%
MEKK3 PB1 HTS – MEKK3-MEK5 PB1 interaction, increase or decrease. bead-based flow cytometry, Alexa488-MEK5 binding to MEKK3; actives lie on both sides; 0 = blocked by unlabeled MEK5, 100 = vehicle. binding response (% of control), % at 10 µM. actives 1.4% (n = 290,000);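 active = binding response more than 3 SD above or below the average of its plate-row segment, actives on both sides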;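 also: Alexa488 bead fluorescence after subtracting the streptavidin-only scavenger bead signal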
IDE act – boosts human insulin-degrading enzyme activity in HEK cells | FAbeta-B cleavage, fluorescence polarization; 0% vehicle, 100% cell-free pure enzyme wells | activation, % at 5.96 µM | actives 0.073% (n = 340,000) | P14735;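 active = activation above the mean of all tested compounds plus 3 SD, set per screening campaign, cut at about 17% in these data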
Target sequence (P14735 whole entry, looked up): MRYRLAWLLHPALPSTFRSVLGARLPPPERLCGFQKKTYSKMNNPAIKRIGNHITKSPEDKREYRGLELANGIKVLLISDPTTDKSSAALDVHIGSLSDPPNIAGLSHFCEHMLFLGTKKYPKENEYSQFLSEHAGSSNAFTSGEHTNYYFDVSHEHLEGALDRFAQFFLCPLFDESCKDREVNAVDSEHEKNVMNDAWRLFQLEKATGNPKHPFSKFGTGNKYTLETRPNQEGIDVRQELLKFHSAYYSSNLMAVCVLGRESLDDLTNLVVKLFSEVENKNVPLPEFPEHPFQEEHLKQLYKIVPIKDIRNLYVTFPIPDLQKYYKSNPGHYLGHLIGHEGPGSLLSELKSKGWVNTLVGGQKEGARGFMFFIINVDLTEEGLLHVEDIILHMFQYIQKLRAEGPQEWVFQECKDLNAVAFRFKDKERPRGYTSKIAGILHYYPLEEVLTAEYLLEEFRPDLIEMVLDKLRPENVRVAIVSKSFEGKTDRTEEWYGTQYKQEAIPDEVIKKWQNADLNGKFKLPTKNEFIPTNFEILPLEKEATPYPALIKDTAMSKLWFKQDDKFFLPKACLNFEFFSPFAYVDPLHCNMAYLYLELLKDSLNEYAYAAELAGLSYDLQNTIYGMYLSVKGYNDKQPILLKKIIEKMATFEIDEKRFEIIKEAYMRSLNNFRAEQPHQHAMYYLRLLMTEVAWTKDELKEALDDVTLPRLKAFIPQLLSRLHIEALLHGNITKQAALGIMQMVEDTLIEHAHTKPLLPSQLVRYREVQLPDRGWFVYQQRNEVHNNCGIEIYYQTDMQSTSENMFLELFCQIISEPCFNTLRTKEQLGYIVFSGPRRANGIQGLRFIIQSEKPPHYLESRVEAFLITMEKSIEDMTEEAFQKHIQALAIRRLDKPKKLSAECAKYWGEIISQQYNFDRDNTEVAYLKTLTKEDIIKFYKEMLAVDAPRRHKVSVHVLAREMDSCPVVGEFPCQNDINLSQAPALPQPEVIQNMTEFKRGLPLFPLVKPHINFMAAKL
IDE cell inh – cellular human IDE inhibition. P14735. HEK cells, FAbetaB cleavage, fluorescence polarization. inhibition, % at 5.59 µM. actives 0.41% (n = 320,000). AID 434962;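 active = percent inhibition above the average of all tested compounds plus 3 SD, set per screening campaign, cut at about 16% in these data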;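 also: IDE supplied by intact live HEK cells; FP after avidin binding of uncleaved biotin substrate so inhibition keeps polarization high; 0% = DMSO wells and 100% = 60 µM reference IDE inhibitor Ii1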
CRFR2-BP antag – antagonists of CRF-binding protein/CRF-R2 receptor complex. HEK293 CRF-R2/CRF-BP, CRF-induced calcium fluorescence. inhibition, % at 11.8 µM. actives 0.59% (n = 350,000). AID 588475;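 active = inhibition of the ligand-induced calcium signal above about 50% at the single tested concentration, limit read from the data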
CHRM4 PAM – positive allosteric modulators of human muscarinic M4 receptor | CHO-K1 hM4/Gqi5, Fluo-8 calcium fluorescence, ACh EC20; 0% = ACh EC20, 100% = maximal ACh | activation, % at 3 µM | actives 0.4% (n = 360,000);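 active = activation above its plate's cutoff, the mean activation of sample wells plus 3 SD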; also: some results filed as inactive read as strong as hits
CRFBP-R2 agonist – agonists of human CRF-binding protein/CRF-R2 receptor complex. actives 0.46% (n = 350,000). HEK293 CRF-R2/CRF-BP, calcium dye fluorescence (FLIPR); percent of saturating CRF peptide response. activation, % at 13.2 µM. AID 588473;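 active = activation of at least 50%, plus an integration ratio under a set limit after plate pattern correction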;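 also: plate controls were neutral control wells without compound for no effect and CRF at EC100 for full effect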
GalR3 antag – human GalR3 antagonism; actives 0.44% (n = 360,000); inhibition, % at 3 µM; O60755; AID 651719; HEK293 GalR3-CNG cAMP membrane potential fluorescence; galR3 body fused to GalR1 C-terminus;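 active = inhibition above the screen-wide average plus 3 SD, cut at about 13% in these data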;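 also: forskolin and galanin both at EC90 stimulate the cells; cAMP rise reported by CNG channel membrane potential dye signal; 0% = forskolin plus galanin with DMSO and 100% = forskolin alone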
An asterisk follows results filed as active; x = no result given.

SMILES | pCIP destab | PHOSPHO1 inh | MEKK3 PB1 HTS | IDE act | IDE cell inh | CRFR2-BP antag | CHRM4 PAM | CRFBP-R2 agonist | GalR3 antag
O=C(c1cc(-c2cccnc2)nc2ccc(Cl)cc12)N1CCN(S(=O)(=O)c2cccs2)CC1 | -10 | 20 | 100 | 4 | -2 | -2 | -9 | 0.4 | -1
O=C1NC(Cc2c[nH]c3ccccc23)C(=O)N1Cc1cccc2ccccc12 (stereo unspecified) | -15 | -1 | 97 | 5 | -3 | 51* | 8 | 1.1 | -5
COc1cccc(-n2nc(C(C)=O)c(=O)[nH]c2=O)c1 | -5 | 4 | 103 | 0 | 0 | 5 | 6 | -0.9 | 3
CCc1cc2c3c(c1)C(C)CC(C)(C)N3C(=O)/C2=C1\SC(=O)NC1=O (stereo unspecified) | -16 | 16 | 102 | x | 3 | 39 | 0 | -0.3 | -3
COc1cc(CC(NC(C)=O)C(=O)NC2CCN(C(=O)Nc3ccccc3C)CC2)cc(OC)c1 (stereo unspecified) | -15 | 22 | 103 | 0 | 10 | -14 | 0 | 0.8 | -11
O=C(Nc1ncc(Cc2cccc(C(F)(F)F)c2)s1)C1CCCO1 (stereo unspecified) | -3 | 19 | 108 | -7 | 8 | 6 | -6 | -0.9 | -5
O=C(Cc1c(F)cccc1Cl)Nc1ncc([N+](=O)[O-])s1 | -1 | -4 | 98 | 1 | -9 | -7 | -14 | 37 | -8
Nc1nc(SCC(=O)c2ccc(Br)s2)n[nH]1 | -11 | 32 | 105 | x | -1 | -16 | 6 | 0.0 | 0
N#CC(c1ccc(F)cc1)c1ccc(C(=O)c2ccc(F)cc2)cc1 (stereo unspecified) | -14 | 0 | 102 | 4 | 5 | -8 | 4 | 1.8 | -4
O=C(CCC(=O)c1ccc(F)cc1)Nc1cccc(Br)c1 | -4 | -6 | 93 | 5 | 3 | -10 | -4 | -2.0 | -7
CN1CCCC1=Nc1c2c(nc3ccccc13)N(C)CC2 | 2 | 0 | 92 | 1 | 4 | 20 | 9 | -2.5 | -5
CCCOc1ccc(Cn2cnc3ccccc32)cc1 | -7 | 2 | 101 | 8 | -6 | 13 | -12 | -1.2 | -5
Cc1cccc(NC(=O)CSc2nnc(NC(=O)c3ccc(S(=O)(=O)N4CCOCC4)cc3)s2)c1C | 9 | -6 | 104 | x | 1 | x | x | x | 2
Cc1cc(=O)n(CCc2ccccc2)c(O)c1C#N | -16 | 2 | 98 | 2 | 4 | -3 | -5 | 4.7 | -1
COc1cc(NC(=O)c2cc(-c3ccccc3Cl)on2)cc(OC)c1OC | 2 | 3 | 99 | -6 | 10 | 4 | -1 | 0.6 | -1
COc1ccc(-c2nnc(SCC(=O)Nc3cc(S(=O)(=O)N4CCCCC4)ccc3Cl)n2N)cc1 | -1 | -19 | 82 | 1 | 0 | 1 | -2 | -2.0 | -4
Cc1cc(Cl)c(S(=O)(=O)N2CCN(c3ccc(F)cc3)CC2)cc1OCC(N)=O | 1 | -3 | 92 | -8 | -10 | 8 | 2 | 3.1 | 2
CCCn1c(SCC(=O)Nc2cccc(C)n2)nnc1-c1ccco1 | 0 | 29 | x | 5 | -3 | -1 | -7 | -1.0 | -1
O=C(CCC(=O)OCC(=O)c1ccc([N+](=O)[O-])cc1)NC1CCCCC1 | -9 | -2 | 96 | -9 | 13 | -3 | 17 | 1.6 | -11
Cc1ccc(-c2c(C#N)c(N)n3c(nc4ccccc43)c2C#N)cc1 | -24 | 42 | 105 | -7 | 0 | -6 | -7 | 11 | -4
O=C(COc1ccc(S(=O)(=O)N2CCCC2)cc1Cl)NC1CCCC1 | -20 | 7 | 101 | -1 | 7 | -12 | 0 | -1.3 | -5
CCOC(=O)CSc1nnc(Cc2ccccc2)n1-c1ccc(C)cc1 | 2 | 0 | 106 | 2 | 3 | 16 | -2 | 0.7 | -4
COc1cc(C2CC(=O)Oc3c(C(CCN4CCCC(C)C4)c4ccc(N(C)C)cc4)c(OC)cc(OC)c32)cc(OC)c1OC (stereo unspecified) | -4 | 22 | 124 | 1 | 4 | -4 | 9 | -0.1 | -7
CCN(CC)S(=O)(=O)c1cccc(-c2n[nH]c(=S)n2Cc2ccccc2)c1 | -14 | -4 | 96 | 2 | 1 | -4 | -7 | -1.4 | -8
COC(=O)[C@@]1(C)[C@H]2C(=O)N(C)C(=O)[C@H]2[C@H]2CN=C(SCc3ccc(C#N)cc3)N21 | x | x | x | 3 | x | 6 | 6 | 0.5 | 3
O=C(CSc1c[nH]c2ccccc12)NCc1ccc2c(c1)OCO2 | -10 | 2 | 113 | 1 | 0 | 30 | 0 | 1.6 | x
CC(=O)c1ccc(N=Nc2ccc(N(C)C)cc2)cc1 | -3 | 23 | 109 | 6 | -6 | 3 | 4 | -1.1 | -2
OCCNCC(O)Cn1ccc2ccccc21 (stereo unspecified) | 2 | 26 | 102 | 1 | 1 | -1 | 13 | 1.4 | -6
COC(=O)c1cccc(NC(=O)NC23CC4CC(CC(C4)C2)C3)c1 | -6 | 4 | 100 | 2 | -1 | 11 | 1 | 0.5 | -3
COC(=O)c1cccc(N/C=C(\[N+](=O)[O-])S(=O)(=O)c2ccccc2)c1 | 6 | 30 | 108 | 0 | 1 | 2 | -7 | 1.4 | -4
CCOC(=O)c1ccc(NC(=S)NCCCN2CCOCC2)cc1 | 1 | 25 | 95 | 3 | 3 | 2 | -7 | 1.6 | -7
COc1cc(-c2cc(C(=O)Nc3ccc(O)cc3)c3ccccc3n2)cc(OC)c1OC | 7 | 24 | 86 | 0 | -1 | -3 | -14 | 0.1 | -3
CCCCn1c(S(=O)(=O)O)nc2ccccc21 | -10 | 26 | 104 | 3 | 3 | 2 | 12 | 0.8 | 0
c1ccc(-n2nnnc2SCCCSc2nc3ccccc3s2)cc1 | -11 | -15 | 103 | -2 | -4 | -1 | -4 | 0.0 | -3
CC(C)n1c(N2CCN(C(=O)c3cccs3)CC2)nc2ccccc21 | -10 | -4 | 105 | 5 | 2 | -5 | 6 | -0.4 | -3
COc1ccc(CNC(=O)Cn2ncn3c(cc4ccccc43)c2=O)cc1 | 2 | 32 | 97 | 5 | -4 | 15 | 1 | -0.3 | -7
CCc1cccc(NC(=O)c2cc(OC)c(OC)c(OC)c2)c1 | 1 | -17 | 101 | -4 | -5 | -4 | -2 | -7.2 | 10
Cc1csc(=O)n1CC(=O)OCC(=O)Nc1ccc(C(N)=O)cc1 | x | x | x | -3 | 4 | -6 | 5 | 2.6 | 1
Cc1cc(C)nc(NC(=O)CN2C(=O)c3ccccc3S2(=O)=O)n1 | x | x | x | 0 | 7 | -4 | -2 | -0.2 | -3
COC(=O)c1c(NC(=O)CN2CCN(c3cccc(Cl)c3)CC2)sc(C)c1C | 3 | -11 | 109 | 5 | -2 | 2 | 6 | 0.5 | -6

Part of the list above, as tab-separated lines:
smiles	pCIP destab	PHOSPHO1 inh	MEKK3 PB1 HTS	IDE act	IDE cell inh	CRFR2-BP antag	CHRM4 PAM	CRFBP-R2 agonist	GalR3 antag
COC(=O)c1cccc(NC(=O)NC23CC4CC(CC(C4)C2)C3)c1	-6	4	100	2	-1	11	1	0.5	-3
COC(=O)c1cccc(N/C=C(\[N+](=O)[O-])S(=O)(=O)c2ccccc2)c1	6	30	108	0	1	2	-7	1.4	-4
CCOC(=O)c1ccc(NC(=S)NCCCN2CCOCC2)cc1	1	25	95	3	3	2	-7	1.6	-7
COc1cc(-c2cc(C(=O)Nc3ccc(O)cc3)c3ccccc3n2)cc(OC)c1OC	7	24	86	0	-1	-3	-14	0.1	-3
CCCCn1c(S(=O)(=O)O)nc2ccccc21	-10	26	104	3	3	2	12	0.8	0

Remaining list, next part
SMILES | pCIP destab | PHOSPHO1 inh | MEKK3 PB1 HTS | IDE act | IDE cell inh | CRFR2-BP antag | CHRM4 PAM | CRFBP-R2 agonist | GalR3 antag
c1ccc(COc2ncnc3c2ncn3CCCNCc2ccccn2)cc1 | x | x | x | 1 | x | -6 | 6 | 1.4 | -5
Cc1ccc(S(=O)(=O)Cc2ccc(C(=O)N3CCN(c4ccccn4)CC3)o2)cc1 | 12 | -12 | 102 | -1 | -1 | 6 | -3 | -1.2 | 2
O=P(O)(C(O)c1ccccc1)C(O)c1ccccc1 (stereo unspecified) | x | x | x | 6 | -1 | -5 | 2 | -0.6 | -4
O=C(N/N=C\c1ccc(COc2ccc([N+](=O)[O-])cc2)o1)c1ccc(Cl)cc1 | -8 | -4 | 107 | -4 | 2 | 16 | -1 | 0.3 | -2
Cc1cc(C)c(OC2(c3ccccc3)OC(=O)c3ccccc32)c(C)c1 (stereo unspecified) | -11 | -107 | 98 | -1 | -4 | 8 | -10 | 5.3 | -7
Cc1ccc(Cl)cc1-c1ccc(C=Nc2ccc(N3CCOCC3)cc2)o1 | -2 | -17 | 104 | 4 | -5 | -44 | 4 | -4.4 | -6
COCCCNC(=O)CNC(=O)c1nn(-c2ccc(OC)c(Cl)c2)c(=O)c2ccccc12 | 6 | 10 | 104 | 1 | 3 | 7 | -7 | -0.5 | -5
CC(C)c1ccc(NC(=S)NN2CCN(C)CC2)cc1 | -3 | 18 | 99 | -3 | -4 | -22 | -5 | 7.0 | -4
O=C(COc1ccc(Cl)cc1)N1CCCCCCC1 | 7 | 8 | 103 | 3 | -1 | -7 | -4 | 0.3 | -7
CCOC(=O)N1CCC(N2Cc3cccc(C(=O)N4CCN(c5cccc(Cl)c5)CC4)c3C2=O)CC1 | 9 | 16 | 102 | 3 | 3 | 2 | 11 | -0.5 | -1
Cc1cccc2c(=O)cc(C)n(CC(N)=O)c12 | -3 | 18 | 84 | 1 | 2 | 13 | -7 | -0.4 | -3
O=C(CN1C(=O)NC2(CCc3ccccc32)C1=O)NC1CCCCC1 (stereo unspecified) | x | x | x | x | x | -8 | 5 | -0.9 | -6
CCOc1ccc(CNc2ccc(N3CCCC3)cc2)cc1 | -4 | 11 | 80 | 12 | 0 | -4 | 6 | 1.0 | x
COCCn1c(C)cc(/C=C(\C#N)C(=O)OCC(=O)Nc2ccc(S(N)(=O)=O)cc2)c1C | x | x | x | 0 | x | 19 | 0 | 0.4 | -6
COc1cccc2c1C(=O)C[C@]1(CCCC[C@@H]1C)O2 | x | x | x | 3 | -1 | 5 | -2 | -1.7 | -8
CCCCc1nc2cc(C(=O)NCc3nccn3CC)ccc2o1 | 1 | 22 | 102 | 4 | 3 | -7 | -12 | -0.8 | 3

Ordered by heavy-atom count (high to low): some entries from above
SMILES | pCIP destab | PHOSPHO1 inh | MEKK3 PB1 HTS | IDE act | IDE cell inh | CRFR2-BP antag | CHRM4 PAM | CRFBP-R2 agonist | GalR3 antag
Cc1ccc(S(=O)(=O)Cc2ccc(C(=O)N3CCN(c4ccccn4)CC3)o2)cc1 | 12 | -12 | 102 | -1 | -1 | 6 | -3 | -1.2 | 2
Cc1ccc(Cl)cc1-c1ccc(C=Nc2ccc(N3CCOCC3)cc2)o1 | -2 | -17 | 104 | 4 | -5 | -44 | 4 | -4.4 | -6
O=C(COc1ccc(Cl)cc1)N1CCCCCCC1 | 7 | 8 | 103 | 3 | -1 | -7 | -4 | 0.3 | -7
